Source: PubChem BioAssay
LAP4-GFP MLPCN: modulators of TOR pathway LAP4-GFP in S. cerevisiae | S. cerevisiae LAP4-GFP multiplex, flow cytometry GFP, 3 h; median GFP as percent of DMSO wells | GFP response vs DMSO, % at 10 µM | actives 0.34% (n = 320,000) | AID 2023;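 active = GFP response vs DMSO above a set limit, about the screen mean plus 3 SD, cut at about 150% in these data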
procasp7 counter: counter-screen: procaspase-7 (human) activation; P55210; recombinant procaspase-7, Ac-DEVD-pNA absorbance 405 nm; D23A/D198A/D206A triple mutant, cannot self-cleave; scale: DMSO 0, 5 µM enzyme 100; activation, % at 8.5 µM; actives 0.093% (n = 330,000); AID 463210;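 active = percent activation above the screen-wide mean plus 3 SD, cut at about 25% in these data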
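System: Uncleavable procaspase-7 mutant enzyme; Amount: 2 µM procaspase-7 mutant as dispensed; Schedule: 1 h compound preincubation, 2 h substrate cleavage, 25 °C; Measured by: 405 nm absorbance of p-nitroaniline; Evaluation: percent activation from buffer-corrected 0–120 min absorbance change; Control set: low DMSO alone, high DMSO plus 5 µM PC-7.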
AHR activator: activates the human aryl hydrocarbon receptor; P35869; AHR-responsive luciferase reporter cells, luminescence; activation, % at 5 µM; actives 2.5% (n = 320,000); AID 2796; in the data active = activation above about 47%;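 also: 0% = vehicle wells and 100% = reference agonist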
RPL19A TOR yeast: modulators of TOR pathway RPL19A-GFP in S. cerevisiae. percent response vs DMSO, % at 10 µM. S. cerevisiae RPL19A-GFP strain, flow cytometry, 3 h; stronger effect = lower value. actives 0.3% (n = 330,000);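 active = percent response vs DMSO below 50%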;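 also: median channel GFP fluorescence of the barcoded RPL19A-GFP strain; ratio of sample median GFP to plate DMSO average so 100% = DMSO; lower means less RPL19A-GFP as with rapamycin TOR inhibition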
EBNA-1 inhibitor: blocks EBNA-1 binding to DNA | AID 1950 | EBNA-1 DNA binding, fluorescence polarization | inhibition, % at 14.8 µM | actives 0.34% (n = 300,000); in the data active = inhibition above about 28%
MEP2-GFP yeast: alters MEP2-GFP fluorescence in TOR pathway yeast screen. AID 2016. actives 0.51% (n = 330,000). S. cerevisiae MEP2-GFP strain, flow cytometry GFP, 3 h; 100% = DMSO control level. GFP response vs DMSO, % at 10 µM;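 active = GFP response versus DMSO above a set limit, roughly screen mean plus 3 SD, cut at about 180% in these data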;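 also: median GFP fluorescence of the barcode-gated MEP2-GFP cells per well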
proCasp3 act: procaspase-3 (human) activation; activation, % at 8.5 µM; P42574; actives 0.11% (n = 330,000); recombinant procaspase-3 D3A, Ac-DEVD-pNA absorbance 405 nm;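 active = activation above the mean of all tested compounds plus 3 SD, cut at about 21% in these data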;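 also: 0% = DMSO alone and 100% = DMSO wells spiked with extra 5 µM PC-3 D3A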
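System: Procaspase-3 D3A mutant. Medium: Zinc-free 300 mM NaCl, 50 mM HEPES, 0.01% Triton X-100. Schedule: 1 h preincubation plus 2 h reaction at 25 °C. Measured by: 405 nm absorbance of p-nitroaniline, reads at 0 and 120 min. Read-out: percent activation relative to control range.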
ZTA counter: ZTA (EBV) inhibition in EBNA-1 counter-screen; P03206; ZTA-DNA binding, fluorescence polarization; inhibition, % at 11 µM; actives 0.15% (n = 320,000); AID 2234; in the data active = inhibition above about 33%
* marks the source's active call; other numbers are inactive results; x = no result given. Not a hit list; 3.8% or so of the library scored in one or more.

SMILES | LAP4-GFP MLPCN | procasp7 counter | AHR activator | RPL19A TOR yeast | EBNA-1 inhibitor | MEP2-GFP yeast | proCasp3 act | ZTA counter
O=S(=O)(/N=C(/NC(=S)Nc1ccccc1)c1ccccc1)c1ccc(Cl)cc1 | 100 | -11 | -2 | 102 | 2 | 102 | -12 | -16
Cc1ccc(NC(=O)c2cc(C)no2)cc1 | 98 | -5 | -1 | 101 | 9 | 96 | -1 | 3
CCOc1ccc(C(=O)NCC(=O)N2CCN(Cc3ccccc3)CC2)cc1 | 116 | -6 | 1 | 104 | x | 116 | 5 | x
COC(=O)c1cc(NC(=O)Cn2c(=O)oc3ccccc32)cc(C(=O)OC)c1 | 94 | -6 | 1 | 96 | 65* | 97 | 0 | 3
Cn1c(SCC(=O)N2CCN(c3ccccc3)CC2)nnc1-c1ccccc1 | 113 | 1 | 1 | 114 | 5 | 114 | -5 | 18
COc1cccc(CN2CCNC(=O)C2CC(=O)NC2CCCCC2)c1OC (stereo unspecified) | 95 | 3 | -3 | 104 | 4 | 104 | 11 | 5
O=C(CSc1nnc(Nc2ccccc2F)s1)NC1CCCC1 | 96 | 6 | 2 | 97 | x | 96 | 6 | -1
CCOc1cc(/C=C(\C#N)C(=O)Nc2cccc(C(=O)O)c2)cc(Br)c1OC(=O)c1ccc(OC)cc1 | 84 | -2 | 1 | 101 | 0 | 103 | -8 | 6
CC(C)(C)OC(=O)C[C@@H]1C/C=C\C[C@H](CC(=O)N(CCO)Cc2ccccc2)C(=O)N[C@@H](Cc2c[nH]c3ccccc23)COC1=O | 106 | 3 | 7 | 108 | x | 100 | -4 | x
Cc1ccc(F)cc1NC(=O)Cc1ncc(C(F)(F)F)cc1Cl | 100 | -1 | 13 | 100 | 3 | 106 | 3 | 18
CCOC(=O)c1c(COc2ccccc2)oc2ccc(O)cc12 | 113 | 3 | 2 | 100 | -3 | 107 | -7 | -7
Cc1nonc1C1CCCN1C(=O)c1cc(COc2ccc(F)cc2Cl)on1 (stereo unspecified) | 98 | -6 | -13 | 105 | -16 | 107 | 1 | 0
CC(C)(C)NC(=O)CN(C(=O)CSc1nnc(COc2ccccc2)o1)c1cccc(F)c1 | 104 | -3 | -1 | 104 | 4 | 111 | 2 | -12
O=C(COc1c(Br)cc(Br)c2cccnc12)N1CCc2ccccc2C1 | 157* | 3 | 16 | 98 | -5 | 106 | -1 | -2
CCOC(=O)c1c(NC(=O)COC(=O)CNC(=O)c2ccco2)sc(C(C)=O)c1C | 97 | 5 | 1 | 101 | -3 | 100 | -4 | -16
CCn1c(O)c(N=NC(=O)CNC(=O)/C=C/c2ccccc2)c2ccccc21 | 101 | 7 | 8 | 99 | -14 | 107 | -3 | 0
O=C(NCCCN1CCCC1=O)c1ccc([N+](=O)[O-])s1 | 101 | -2 | -1 | 96 | -1 | 96 | -3 | -10
Cc1cccc(OCC(O)CN2CCN(S(=O)(=O)c3ccc(C)cc3C)CC2)c1 (stereo unspecified) | 96 | -6 | 1 | 106 | -24 | 105 | -1 | -5
Cc1nc(NCCN)c(C#N)c2c1COC(C)(C)C2 | 102 | -9 | 2 | x | -14 | 108 | 5 | -11
COc1ccc(S(=O)(=O)Cc2ccc(C(=O)NCc3ccccc3OC)o2)cc1 | 106 | 2 | 4 | 98 | -1 | 100 | 7 | -3
CC1CC(C)CN(c2oc(-c3ccccc3F)nc2C#N)C1 (stereo unspecified) | 107 | 11 | 4 | 99 | 9 | 105 | 1 | 7
CCC1(c2ccccc2)NC(=O)N(CC(=O)N(C)Cc2c(F)cccc2Cl)C1=O (stereo unspecified) | 90 | 6 | -3 | 98 | -3 | 102 | 6 | -2
CCN1CCSc2ccc(C(=O)NCc3ccccc3C)cc21 | 123 | 2 | 32 | 104 | -12 | 89 | -1 | 8
C(=N\Nc1nc(N2CCCC2)nc(N2CCCC2)n1)/c1cccnc1 | 97 | 9 | 7 | 99 | 4 | 101 | 8 | 1
CC1(C)C2CCC(C2)C1(C)N=C1OC(CCl)CS1 (stereo unspecified) | 129 | 2 | -1 | 102 | 0 | 101 | -1 | 3
Cc1cccc(OC2CCN(Cc3c(C(=O)N4CCCC4)nc4ccccn34)CC2)c1 | 93 | -2 | -2 | 96 | 12 | 100 | 5 | 9
Nc1nonc1-n1nnc(C(=O)N/N=C/c2cccc(F)c2)c1-c1ccccc1 | 94 | -6 | -4 | 102 | -9 | 105 | 13 | 0
C[C@@H]1CC=C[C@H]2[C@H]1C(=O)N(Cc1ccccc1)[C@H]2c1ccc(-c2ccoc2)cc1F | 105 | -17 | -1 | 97 | 11 | 98 | -8 | 11
Nn1c(SCC(=O)N2CCN(S(=O)(=O)c3ccc(Cl)cc3)CC2)nnc1-c1cccs1 | 97 | 2 | -2 | 92 | -4 | 98 | 1 | 3
COc1ccc(C(=O)Oc2cc(OC)cc(OC)c2C(C)=O)cc1 | x | 3 | 2 | x | 0 | x | 12 | 9
CC[C@H](C)[C@@H](C(=O)NCCCCCCCCCCC(=O)N1CCNCC1)n1cc(CCCCCN)nn1 | 95 | 5 | 1 | 96 | 2 | 98 | -3 | 8
Nc1cc(=O)[nH]c(SCC(=O)Nc2cc(Cl)ccc2Cl)n1 | 102 | -9 | 2 | 106 | -4 | 102 | 0 | -4
C=CCc1cccc(/C=N/NC(=O)c2ccccc2OC)c1O | 101 | -42 | 77* | 106 | 8 | 106 | -23 | -15
O=C(NCC1CCCO1)c1cc2ccccc2cc1O (stereo unspecified) | 101 | 8 | 8 | 84 | -6 | 89 | 0 | -5
Cc1cccc(-c2nsc(SCC(=O)c3ccc(Cl)cc3)n2)c1 | 83 | -4 | 3 | 98 | -5 | 107 | 1 | -6
O=S(=O)(NCCSc1ccccc1)c1ccc2c(c1)OCCO2 | 96 | 0 | 2 | 96 | -2 | 95 | -3 | -15
CCOc1ccc2c(c1)n(CO)c(=S)n2CO | 108 | -16 | 5 | 107 | -5 | 100 | -8 | 5
CCCCCCCCN1[C@@H](CC(=O)OCC)c2cc(F)ccc2S1(=O)=O | 99 | -2 | 5 | 95 | -13 | 96 | 5 | 4
COc1ccc(C(=O)N2CCCC(C(=O)c3ccccc3OC)C2)cc1OC (stereo unspecified) | 93 | 2 | 0 | 95 | -11 | 95 | 5 | 6
CC(=O)Nc1nonc1-c1ccccc1 | 105 | -11 | -1 | 98 | 10 | 101 | -9 | 3
CCOC(=O)c1sc(=NC(=O)c2ccc(OC)c(OC)c2)n(C)c1C | 92 | 0 | -2 | 92 | 12 | 94 | -8 | 2
Cc1ccc(CN2CC(C(=O)N(Cc3nnc(-c4ccccc4Cl)o3)C3CC3)CC2=O)cc1 (stereo unspecified) | 105 | -7 | 3 | 97 | -4 | 100 | 15 | -5
CCOc1ccccc1C=Nc1ccccc1C(=O)Nc1ccccc1 | 90 | -10 | -2 | 103 | 2 | 101 | 4 | 2
CC1CCN(C(=O)c2ncn(C)c2C(=O)N2CCC(C)CC2)CC1 | 83 | -4 | 0 | 110 | x | 94 | -3 | x
N#CCCN(C(=O)Nc1ccc(Cl)cc1)c1ccccc1 | 104 | -11 | 2 | 101 | -4 | 105 | 6 | -5
CCOC(=O)N1CCN(C(=O)COc2ccc(S(=O)(=O)NCc3ccccc3)cc2)CC1 | 108 | -2 | 1 | 98 | 5 | 104 | -1 | 10
O=C1CSC(c2ccccc2O)N1Cc1ccccc1 (stereo unspecified) | 106 | -9 | 1 | 103 | -3 | 106 | 12 | 20
O=C(NC1CCCCC1)C(c1cccs1)N(CC1CCCO1)C(=O)c1csnn1 (stereo unspecified) | 89 | -8 | 0 | 100 | -8 | 91 | 6 | -24
O=C(CSc1nnc(-c2ccco2)n1-c1ccccc1)NCc1ccc2c(c1)OCO2 | 100 | 0 | 2 | 100 | 0 | 102 | 2 | 20
CC(=O)c1ccccc1C(=O)N1CCCC(CNC(=O)c2ccccc2Cl)C1 (stereo unspecified) | 88 | 0 | 2 | 101 | -13 | 109 | 1 | -2
COc1ccc(N2Cc3ccccc3C2=NC(=O)c2ccc(C)cc2)cc1OC | 95 | -22 | 6 | 93 | 0 | 93 | -15 | -2
Cc1ccc(NC(=S)N2CCN(Cc3ccccc3)CC2)c(C)c1 | 93 | 3 | 0 | 100 | -8 | 89 | 14 | -3
CC(=O)c1c(C)n([O-])c2cc(F)c(F)cc2[n+]1=O | 114 | 4 | 23 | 105 | 1 | 109 | -10 | -20
COc1ccc(/C=C/C(=O)OCCCN(C)C)cc1 | 97 | 8 | 8 | 103 | 5 | 101 | 1 | -8
COc1cccc(C(=O)CSc2nc3ccccc3n2CC(=O)N(C(C)C)C(C)C)c1 | 86 | 4 | 3 | 91 | -10 | 96 | 0 | -6
CCn1c(SCC(=O)Nc2ccc(S(=O)(=O)Nc3onc(C)c3C)cc2)nnc1-c1ccccc1 | 119 | 5 | 2 | 116 | 3 | 122 | 4 | 20
c1nnc2c3c4c(sc3ncn12)CCC4 | 107 | -13 | 7 | 100 | -13 | 111 | -1 | -13
CCOC(=O)COc1ccc2c(c1)C(=O)CC1(CCN(C(C)=O)CC1)O2 | 98 | 16 | 0 | 95 | -11 | 94 | 1 | -11
CCOc1ccccc1NC(=O)C1(S(=O)(=O)c2ccc(Cl)cc2)CC1 | 111 | -11 | 9 | 100 | -8 | 99 | 2 | -4
O=c1cc(O)c2ccccc2n1Cc1ccccc1Cl | 91 | 6 | 0 | 99 | 3 | 100 | -2 | 1

6 entries picked at random from the list so far:
SMILES | LAP4-GFP MLPCN | procasp7 counter | AHR activator | RPL19A TOR yeast | EBNA-1 inhibitor | MEP2-GFP yeast | proCasp3 act | ZTA counter
CCOC(=O)c1c(COc2ccccc2)oc2ccc(O)cc12 | 113 | 3 | 2 | 100 | -3 | 107 | -7 | -7
CC(=O)c1ccccc1C(=O)N1CCCC(CNC(=O)c2ccccc2Cl)C1 (stereo unspecified) | 88 | 0 | 2 | 101 | -13 | 109 | 1 | -2
CC(C)(C)NC(=O)CN(C(=O)CSc1nnc(COc2ccccc2)o1)c1cccc(F)c1 | 104 | -3 | -1 | 104 | 4 | 111 | 2 | -12
COc1cccc(CN2CCNC(=O)C2CC(=O)NC2CCCCC2)c1OC (stereo unspecified) | 95 | 3 | -3 | 104 | 4 | 104 | 11 | 5
Cc1ccc(NC(=O)c2cc(C)no2)cc1 | 98 | -5 | -1 | 101 | 9 | 96 | -1 | 3
Cc1ccc(NC(=S)N2CCN(Cc3ccccc3)CC2)c(C)c1 | 93 | 3 | 0 | 100 | -8 | 89 | 14 | -3

Part of the list above, limited to procasp7 counter and MEP2-GFP yeast:
compound	procasp7 counter	MEP2-GFP yeast
O=C1CSC(c2ccccc2O)N1Cc1ccccc1 (stereo unspecified)	-9	106
O=C(NC1CCCCC1)C(c1cccs1)N(CC1CCCO1)C(=O)c1csnn1 (stereo unspecified)	-8	91
O=C(CSc1nnc(-c2ccco2)n1-c1ccccc1)NCc1ccc2c(c1)OCO2	0	102

Next section:
SMILES | LAP4-GFP MLPCN | procasp7 counter | AHR activator | RPL19A TOR yeast | EBNA-1 inhibitor | MEP2-GFP yeast | proCasp3 act | ZTA counter
COc1ccc(NS(=O)(=O)c2cccc(C(=O)NNC(=O)c3ccc(=O)[nH]c3)c2)cc1 | 101 | 10 | -1 | 97 | x | 97 | -1 | -2
COc1ccc(-c2sc3ccc(OC)cc3c2C#Cc2cncn2C)cc1 | 110 | -11 | 75* | 92 | x | 92 | -1 | x
COc1ccc(Cc2nnc(SC)[nH]c2=O)cc1 | 104 | -1 | -3 | 99 | 4 | 105 | -3 | -14
O=c1c2ccccc2ncn1C1CCCCC1 | 102 | 8 | -1 | 100 | -1 | 102 | -2 | 3
